Screening results deposited in PubChem by several laboratories.
Lmaj promast = inhibitors of Leishmania major promastigote growth; actives 9% (n = 200,000); AID 1063; Leishmania major promastigotes, resazurin fluorescence viability; inhibition, % at 10 µM; in the data active means inhibition above about 50%;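 further: promastigotes grown with compound for 44 hours at 28 °C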
FLuc stim CS = firefly luciferase counter-screen for stimulation assays. P08659. ATPlite luciferase biochemical, luminescence, 10 min; 0 = ATP-free wells, 1 = DMSO control. activation factor at 10 µM. 200,000 tested, under 10 active. AID 1027;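 active means luciferase activation factor, scaled between plate controls, of at least 2 with compound at 10 µM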
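System: luciferase plus luciferin reagent, cell-free; medium: PBS as buffer for the ATP substrate; dosing: test compounds dosed from 2 mM stocks in 100% DMSO; timing: 10 min post-reagent at room temperature; measured by: luminescence measurement of luciferase light output; evaluation: luciferase activation, seen as luminescence increase over controls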
TNAP inh hiacc = TNAP (human) inhibition, high acceptor; P05186; purified TNAP, CDP-star luminescence, 1 M DEA; inhibition, % at 20 µM; actives 0.03% (n = 200,000); AID 1135;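 active means over 50% inhibition of tissue-nonspecific alkaline phosphatase at 20 µM in the single-dose screen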;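 further: plate controls were DMSO wells for no effect and EDTA-quenched wells as full inhibition for full effect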
Target sequence (P05186 whole entry, looked up): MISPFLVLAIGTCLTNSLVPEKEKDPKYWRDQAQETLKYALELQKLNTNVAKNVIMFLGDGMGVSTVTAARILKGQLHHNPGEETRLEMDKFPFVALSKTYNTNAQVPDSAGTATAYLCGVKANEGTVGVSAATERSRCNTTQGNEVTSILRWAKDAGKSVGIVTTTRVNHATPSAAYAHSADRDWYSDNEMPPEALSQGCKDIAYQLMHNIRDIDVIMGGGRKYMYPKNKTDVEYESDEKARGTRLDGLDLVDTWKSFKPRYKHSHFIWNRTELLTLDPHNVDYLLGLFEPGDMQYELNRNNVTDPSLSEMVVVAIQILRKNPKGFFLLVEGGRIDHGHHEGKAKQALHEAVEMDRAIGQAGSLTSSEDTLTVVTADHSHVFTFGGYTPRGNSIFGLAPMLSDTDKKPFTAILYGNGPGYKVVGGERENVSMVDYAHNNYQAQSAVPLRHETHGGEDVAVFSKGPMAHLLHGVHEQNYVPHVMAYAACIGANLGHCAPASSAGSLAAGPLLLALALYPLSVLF
TNAP act hiacc = increases human TNAP activity under high phosphate acceptor concentration; 200,000 tested, under 10 active; AID 1136; purified TNAP, CDP-star luminescence, 1 M DEA, 30 min; active compounds read high; 0 = EDTA background, 1 = DMSO-only activity; activation factor at 20 µM; P05186;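 active means activation factor at least 2 at 20 µM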
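Assay system: human TNAP; Input: enzyme diluted 1/800 final; Reagent: CDP-star luminogenic substrate at 100 µM final; Timing: 30 min, room temperature; Signal: luminescence; Evaluation: TNAP activation factor scaled between EDTA and DMSO control wells.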
FLuc inh counter = counter-screen for luciferase assay inhibitors: firefly luciferase inhibition; inhibition, % at 10 µM; ATPLite firefly luciferase biochemical luminescence, 10 min; actives 1.5% (n = 200,000); P08659; AID 1006;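 active means inhibition above about 50% when tested at 10 µM, limit read from the data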
APP transl inh = APP translation inhibition. AID 1285. SH-SY5Y APP 5'UTR-luciferase reporter, luminescence. actives 0.82% (n = 190,000). inhibition, % at 2 µM;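 active means inhibition above a set limit, derived from the sample mean plus 3 SD, cut at about 45% in these data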; further: values of inactives mirror those of a sister screen read the other way
TNAP inh no acc = inhibitors of human TNAP without phosphate acceptor; P05186; inhibition, % at 20 µM; purified TNAP, CDP-star luminescence, 30 min; actives 0.26% (n = 200,000); AID 1012;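 active means tissue-nonspecific alkaline phosphatase inhibition above about 50% at 20 µM in the single-dose screen, limit read from the data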;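 further: 0% = DMSO negative control and 100% = EDTA positive control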
RAM network inh = inhibitors of the yeast RAM network; S. cerevisiae dse1pr::URA3 reporter, 5-FOA growth OD615, 2 d; analog-sensitive cbk1-as2 kinase mutant strain; inhibition, % at 50 µM; actives 1.8% (n = 190,000);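 active means inhibition above a set limit, 3 SD over mean compound inhibition, cut at about 8.4% in these data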;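 further: 0% = DMSO-only wells with no growth and 100% = 10 µM 1-NA-PP1 full growth; inhibition rescues growth on 5-FOA so higher OD means more RAM inhibition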
bIAP activator = intestinal alkaline phosphatase (bovine) activation. purified bovine IAP, CDP-star luminescence, 30 min; active compounds read high; fold of DMSO-control signal, blank-subtracted. activation factor at 20 µM. actives 0.17% (n = 200,000);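 active means activation factor of 2 or more at 20 µM, a signal rise over negative controls twice the positive control's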
bIAP inhibitor = intestinal alkaline phosphatase (bovine) inhibition. purified bovine IAP, CDP-star luminescence, 30 min. 190,000 tested, under 10 active. inhibition, % at 20 µM;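 active means over 50% inhibition of intestinal alkaline phosphatase at 20 µM in the single-dose screen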
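Incubation: 30 min reaction at room temperature / Material: purified bovine intestinal alkaline phosphatase (IAP) enzyme / Input: enzyme at 1/65,000,000 dilution / Dosing: 20 µM single dose / Signal: CDP-star luminescence signal / Reagent: CDP-star chemiluminescent phosphatase substrate, 30 µM final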
* marks the source's active call; other numbers are inactive results; x = not tested or not shown.

SMILES,RAM network inh,FLuc inh counter,APP transl inh,Lmaj promast,bIAP activator,TNAP act hiacc,TNAP inh no acc,FLuc stim CS,bIAP inhibitor,TNAP inh hiacc
Clc1cccc(OCc2nc(-c3ccncc3)no2)c1,-0.1,0,4,-8,1,1.1,-7,1,3,-7
O=C(OCc1nnc(-c2ccccc2)o1)c1cc2ccccc2cc1O,5.5,-4,1,-6,1.2,1,-21,1,-16,-3
CN(Cc1cn(C)nc1-c1ccccc1F)C1CCOC1 (stereo not given),1.9,-7,17,-5,1,1.1,-3,1.1,2,-7
Cc1ccc(C(=O)N2CCN(S(C)(=O)=O)C2)cc1,1.0,-3,4,-2,1.1,1.1,-12,1,-6,-6
Cc1ccc(S(=O)(=O)N2CCCCC2)cc1NC(=O)COC(=O)c1ccccc1F,1.7,-2,0,4,1.1,1,-5,1,-12,-3
CN(C)CCNC(=O)CNC(=S)N(Cc1ccccc1)Cc1cccnc1,1.8,-5,-11,-3,1.4,1,-29,1.1,-36,-2
Cc1ccnc(NS(=O)(=O)c2cc([N+](=O)[O-])ccc2C)c1,5.1,-8,11,-1,0.9,1.1,-16,1.1,6,-6
COc1ccc(CCNC(=O)CSc2ccc(-c3ccncc3)nn2)cc1,-0.2,2,-1,-3,1,1,4,1,3,2
CC1(C)Oc2cc(N)c([N+](=O)[O-])cc2O1,1.2,2,-3,0,0.8,0.9,8,1,22,10
COc1ccccc1N1CCN(C(=O)c2cccc(N3C(=O)NC4CC3(C)Oc3ccccc34)c2)CC1 (stereo not given),0.9,-8,7,31,1.1,1.1,-8,1.1,-9,-6
COc1ccc(C(=O)CSc2nnc(CC(=O)Nc3ccccc3OC)n2C)cc1,-1.2,-1,6,-1,1,1,-14,1,1,-4
CCc1[nH]nc2c1C(c1ccc(C)o1)C(C#N)=C(N)O2 (stereo not given),0.5,-7,-5,15,1.1,1,5,1.1,-10,-4
O=C(Cn1nc(Cc2cccnc2)c2ccccc2c1=O)Nc1cccnc1Cl,-0.9,0,13,-9,1,1,0,1,-2,-2
O=C(CSc1ncccn1)N/N=C/c1cccc(OC2CSC2)c1,-0.1,0,-37,15,1.1,1,-10,1,-11,-4
COc1ccc(OC)c(C2NC(=S)NC(C)=C2C(=O)Nc2ccccn2)c1 (stereo not given),2.9,-4,-42,-3,0.9,1,0,1,11,-2
O=c1nc(-c2ccccc2)cc(-c2ccccc2)[nH]1,1.5,-4,-5,-3,0.9,1,-11,1,14,-2
COCCCNC(=S)NCCc1ccc(F)cc1,0.1,-4,-20,-9,1,1,5,1,2,-2
CC(C)OC(=O)CSc1nnnn1-c1ccc2c(c1)OCCO2,2.1,0,-20,0,0.9,1,-5,1,14,-5
CCN(CC)C(=O)Oc1cc(=O)n(C)c2ccccc12,1.3,-6,8,-4,1.1,1,-4,1.1,-10,0
Cc1[nH]n2c(=O)c3c(nc2c1-c1ccc(F)cc1)CCCC3,2.0,-6,5,100*,1,1,-9,1.1,0,-5
CCCNC(=O)c1nnsc1S(=O)c1ccc(Cl)cc1 (stereo not given),-1.5,-5,94*,100*,1,1,-11,1.1,0,-2
O=C(CCS(=O)(=O)c1cccs1)Nc1ccc(C(=O)NC2CCN(Cc3ccccc3)CC2)cc1,2.7,-5,7,-6,1,1,-2,1,2,-2
COc1cccc(NC(=S)C(C#N)=C2N(C)c3ccccc3N2C)c1,-0.5,-11,11,7,1.1,1.1,0,1.1,-10,-5
COc1cc(/C=N/NC(=S)N/N=C/c2cc(OC)c(OC)c(OC)c2)cc(OC)c1OC,6.5,68*,1,55*,0.9,1,-15,0.3,9,-2
COc1ccc(N=C/C=C2\C=C(c3ccccc3)OC(C)(C)O2)cc1,-0.2,-1,-4,6,0.8,0.9,4,1,21,11
CCOC(=O)C(CSCC(=O)c1ccc(Br)cc1)NC(=O)OC(C)(C)C (stereo not given),4.2,-6,-27,-5,1,1.1,-28,1.1,0,-6
Cc1ccccc1NC(=O)Cn1cnc2c(oc3ccccc32)c1=O,1.2,-6,2,-4,0.9,1,-5,1.1,8,1
COC(=O)c1cc(Br)c(=O)n(Cc2cccnc2)c1,0.9,-5,-5,-5,0.9,1.1,-20,1.1,10,-7
CC1=C(C(=O)OC(C)C)C(c2ccccc2)NC(=S)N1C (stereo not given),-1.4,-4,-5,12,1,1,-4,1,5,0
Cc1cccc(OCc2nc(C#N)c(NCc3ccc4c(c3)OCO4)o2)c1,11*,-3,-8,7,0.3,1.1,-18,1,x,-8
CCOc1cc(/C=N/N=C(\N)c2nonc2N)cc(Br)c1OCc1cccc2ccccc12,2.2,-8,-24,1,0.6,1,-4,1.1,40,-5
CC(C)CC(c1nnnn1C(C)C)N1CCN(c2cccc(Cl)c2)CC1 (stereo not given),1.3,1,26,33,1.1,1,-2,1,-5,-2
c1ccc(C2C3=C(Nc4ncnn42)c2ccccc2CCC3)cc1 (stereo not given),0.8,-4,6,9,1,1,11,1,3,-3
CCOC(=O)C1CCN(C(=O)CCS(=O)(=O)c2ccc3c(c2)CC(C)N3C(=O)CC)CC1 (stereo not given),2.6,-7,-18,-8,1,1.1,-2,1.1,1,-6
CCOC(=O)COc1c(Cl)cc(C2NC(=S)NC(c3ccccc3)=C2C(C)=O)cc1OCC (stereo not given),3.8,6,-20,1,0.9,1,-7,0.9,6,4
COc1ccc(NC(=O)CSc2nnc(NC(=O)c3ccc(S(=O)(=O)N4CCOCC4)cc3)s2)cc1,4.0,26,0,76*,0.9,1.1,2,0.7,10,-9
Cc1cccc(NC(=O)/C(C#N)=C\c2ccc(C(=O)O)cc2)c1,2.5,-4,1,-1,0.9,1,-14,1,8,-2
Cc1ccc(NC(=O)CN2C(=O)S/C(=C\C(=O)Nc3ccc(Cl)cc3)C2=O)cc1,1.9,-4,-11,63*,1,1,-3,1,1,2
Cc1cc(C(=O)CN2C(=O)c3ccccc3C2=O)c(C)n1Cc1cccs1,1.3,62*,-94,-7,1,1,-3,0.4,3,1
N#Cc1c(NC(=O)C2CC(Cl)=CCC2C(=O)O)sc2c1CCCC2 (stereo not given),-0.1,-1,-10,-8,1.1,1.1,-8,1,-9,-7
O=C(CSc1ccc(-c2ccccc2)nn1)c1ccccc1,1.5,8,-60,4,0.9,1,-14,0.9,13,-2
COc1ccccc1-n1c(SCC(=O)NC2CCS(=O)(=O)C2)nc2cc([N+](=O)[O-])ccc21 (stereo not given),0.9,-2,-3,0,0.8,1,-2,1,16,2
OCCC1CN(Cc2nc3ccccc3[nH]2)CCN1C1CCCC1 (stereo not given),0.8,-6,0,-5,1,1,-8,1.1,-5,-4
CC(NC(N)=O)C(=O)OCC(=O)c1ccc(-c2ccccc2)cc1 (stereo not given),3.8,29,2,-11,1.1,1,-2,0.7,-8,3
CC(=O)CCc1c[nH]c2c(C(=O)O)cccc12,1.6,-6,0,-5,0.9,1,-14,1.1,13,-3
c1ccc2nc3c(cc2c1)CCCCCC3,-0.1,0,-14,10,0.9,1,-7,1,12,-1
COc1ccc(NC(=S)Nc2ccc(OCc3ccccc3)cc2)c(OC)c1,6.6,2,7,21,1,1,-22,1,0,2
O=C(N/N=C/c1cc([N+](=O)[O-])ccc1O)/C(=C\c1cccs1)NC(=O)c1ccccc1,0.7,-3,5,86*,1,0.9,-64,1,3,15
COc1cc(NC(=O)CSc2nc(C)cc(C)n2)cc(OC)c1OC,-0.1,-4,-26,0,1,1,-9,1,-5,-4
COC(=O)CN1C(=O)COc2ccc(Cl)cc21,1.8,-8,-7,-4,0.9,1,-7,1.1,12,-2
COc1ccc(OCCC(=O)OCC(=O)Nc2cccc(Br)c2)cc1,-0.5,-3,-9,-7,1,1,-10,1,3,-2
CCN1CCN(C(=O)c2nn(-c3ccc(OC)cc3)c(=O)c3c2c2ccccc2n3C)CC1,1.2,-6,-17,-1,0.8,1,-4,1.1,16,-2
CC1CC(=S)Nc2ccccc2N1Cc1ccccc1 (stereo not given),0.1,-5,-12,7,0.9,1,-1,1.1,11,-3
O/N=C1\CCCc2nnc3c(c21)CCCC3,0.1,-3,-27,20,0.9,1.1,-17,1,8,-6

Reprinted at random: four entries already listed, in no set order.
SMILES,RAM network inh,FLuc inh counter,APP transl inh,Lmaj promast,bIAP activator,TNAP act hiacc,TNAP inh no acc,FLuc stim CS,bIAP inhibitor,TNAP inh hiacc
CC1CC(=S)Nc2ccccc2N1Cc1ccccc1 (stereo not given),0.1,-5,-12,7,0.9,1,-1,1.1,11,-3
COc1cc(NC(=O)CSc2nc(C)cc(C)n2)cc(OC)c1OC,-0.1,-4,-26,0,1,1,-9,1,-5,-4
CCN1CCN(C(=O)c2nn(-c3ccc(OC)cc3)c(=O)c3c2c2ccccc2n3C)CC1,1.2,-6,-17,-1,0.8,1,-4,1.1,16,-2
COc1ccc(OCCC(=O)OCC(=O)Nc2cccc(Br)c2)cc1,-0.5,-3,-9,-7,1,1,-10,1,3,-2
